# Mtb RmlCD inh = M. tuberculosis RmlC/RmlD inhibition; P9WH09+P9WH11; RmlC+RmlD coupled enzyme assay, percent inhibition; primary screen in compound mixtures; inhibition, % at 3.6 µM; actives 0.03% (n = 160,000); in the data active = inhibition mostly above about 34%, no sharp cut-off; note: some results filed as inactive read as strong as hits
# Target sequence (P9WH09 whole entry, looked up): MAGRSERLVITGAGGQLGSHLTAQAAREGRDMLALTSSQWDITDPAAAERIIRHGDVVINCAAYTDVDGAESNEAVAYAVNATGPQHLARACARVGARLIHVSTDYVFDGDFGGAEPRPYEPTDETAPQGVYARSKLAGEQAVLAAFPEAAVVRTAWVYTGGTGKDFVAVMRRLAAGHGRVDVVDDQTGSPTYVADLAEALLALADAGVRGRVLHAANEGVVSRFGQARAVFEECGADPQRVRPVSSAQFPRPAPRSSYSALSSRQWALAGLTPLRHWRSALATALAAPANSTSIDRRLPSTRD
# Target sequence (P9WH11 whole entry, looked up): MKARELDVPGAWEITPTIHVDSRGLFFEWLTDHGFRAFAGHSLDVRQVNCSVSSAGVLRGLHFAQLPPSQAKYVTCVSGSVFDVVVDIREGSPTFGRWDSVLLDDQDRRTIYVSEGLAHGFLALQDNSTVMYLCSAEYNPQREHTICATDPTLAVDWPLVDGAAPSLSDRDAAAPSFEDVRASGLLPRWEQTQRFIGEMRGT
# M. tuberculosis GlmU = inhibition of mycobacterial GlmU enzyme – biochemical, glucosamine-1-phosphate acetyltransferase (AID 1376); inhibition, %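 (tested at 30 µM in the primary screen)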, or IC50 in µM where a hit was titrated; M. tuberculosis GlmU acetyltransferase enzyme assay; higher % means a stronger effect; actives 0.25% (n = 220,000); in the data active = inhibition above about 13%;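 note: 0% = complete reaction with vehicle and 100% = reaction without substrate; strong numbers were not always called active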
# * = called active by the depositor; . = not tested or not shown; & = joins results of further samples. Not all compounds are listed; the hit share may differ from the screen's.
SMILES,Mtb RmlCD inh,M. tuberculosis GlmU
CCCc1cc(=O)oc2cc(C)cc(O)c12,.,3.3%
O=C(COC(=O)CCC(=O)c1ccc(Cl)cc1)NC1CC1,8,-1.0%
O=C(Cn1ccc([N+](=O)[O-])n1)N1CCCCC1,.,1.1%
COc1cccc(CNC2CCCC2)c1,8,-2.4%
Cn1c(=O)n(CC(=O)Nc2cccnc2)c2ccccc21,.,0.4%
COCc1cc(=O)n2[nH]c(-c3cccs3)cc2n1,-3,1.0%
O=C(CCc1nc2ccccc2[nH]c1=O)N/N=C/c1ccccc1,-9,-0.8%
O=c1c(Cc2c(F)cccc2Cl)c(O)ccn1CC1CCCO1 (configuration not stated),-7,-0.2%
CN(C)c1ccc(NC(=O)COC(=O)c2cc(=O)c3ccccc3o2)cc1,.,2.2%
O=C(NC(=S)N1CCN(C/C=C/c2ccccc2)CC1)c1ccco1,-16,-1.3%
COc1ccccc1CN(Cc1cc2cc(C)ccc2[nH]c1=O)Cc1nnnn1Cc1ccco1,.,5.3%
S=C(NCCSCc1ccc(Cl)c(Cl)c1)Nc1ccccc1,.,-5.8%
Cc1ccc(-c2nc(N)sc2CC(=O)OCC(=O)NC2CCCC(C)C2C)cc1 (configuration not stated),11,0.2%
CC1CCCCC1NC(=O)COC(=O)C12CC3CC(CC(Cl)(C3)C1)C2 (configuration not stated),-3,1.4%
C=CCNC(=O)CC(=O)N/N=C/c1cccs1,7,-0.1%
CCC(Sc1ncccc1C(=O)OC(C)C)C(=O)NCc1ccco1 (configuration not stated),.,3.5%
CN(CC(=O)Nc1ccccc1F)CC(=O)Nc1ccc(F)c(F)c1F,12,-1.5%
Cc1ccc(CNC(=O)CN(C)S(=O)(=O)c2cccc3cccnc23)cc1,-1,6.0%
C=CCN(c1ccc(C(=O)Nc2ccc(C)c(C)c2)cc1)S(C)(=O)=O,-8,2.2%
CCOC(=O)CC1C(=O)NCCN1Cc1ccc(OC)c(OC)c1 (configuration not stated),-6,-0.2%
COc1ccccc1CNC(=O)c1ccccc1N(C)S(C)(=O)=O,.,-0.9%
C=CCSc1nnc(-c2cc3c(s2)-c2ccccc2CC3)o1,9,-1.4%
O=C(COC(=O)Cc1ccc(-c2ccccc2)cc1)NCc1ccccc1,11,-5.5%
O=C(CCS(=O)(=O)c1ccccc1)Nc1cccc2c1C(=O)NC2=O,.,-2.4%
O=[N+]([O-])c1ccc(-n2nncc2-c2ccc(Cl)cc2)cc1,.,3.3%

# For convenience, some entries already given.
SMILES,Mtb RmlCD inh,M. tuberculosis GlmU
C=CCN(c1ccc(C(=O)Nc2ccc(C)c(C)c2)cc1)S(C)(=O)=O,-8,2.2%
CCOC(=O)CC1C(=O)NCCN1Cc1ccc(OC)c(OC)c1 (configuration not stated),-6,-0.2%
COc1ccccc1CNC(=O)c1ccccc1N(C)S(C)(=O)=O,.,-0.9%
C=CCSc1nnc(-c2cc3c(s2)-c2ccccc2CC3)o1,9,-1.4%

# Next entries follow:
SMILES,Mtb RmlCD inh,M. tuberculosis GlmU
CC1=NN(C(=O)Cc2ccccc2)C(O)(c2cccnc2)C1 (configuration not stated),7,2.9%
CN(c1ccccc1)S(=O)(=O)c1ccc(NC(=O)c2ccc(-c3ccccc3)cc2)cc1,-4,1.1%
Fc1ccc(N2CCN(C(=S)NCC3CCCO3)CC2)cc1 (configuration not stated),6,3.6%
Cc1ccccc1Nc1nc2ccccc2s1,10,4.3%
O=C(CCCn1nnc(-c2cccnc2)n1)c1ccc(F)cc1,-1,4.9%
O=C(c1cccc(Cl)c1)N1CCCC(c2ccc(Cl)cc2)=N1,.,-2.0%
CCOc1ccc(N2C(=O)CC(N3CCN(c4ccc(C(=O)c5ccncc5)cc4)CC3)C2=O)cc1 (configuration not stated),.,0.1%
Cc1ccccc1C(=O)O/N=C(\N)c1cccc([N+](=O)[O-])c1,.,3.3%
CCC(=O)c1c[nH]c(C(=O)NCc2cccnc2)c1,6,0.9%
O=C(O)CC1Sc2ccccc2NC1=O (configuration not stated),86,2.2%
CC(C)(CO)CNC(=O)CCc1nnc(CCCc2ccccc2)o1,7,-1.9%
CC(C)N(C(=O)Cn1c(SCC(=O)Nc2nccs2)nc2ccccc21)C(C)C,.,-2.3%
Nc1ccc(C2(c3ccc(N)cc3)CN3CCC2CC3)cc1,12,-11%
CCSc1nnc(NC(=O)CSc2nnc(Cc3cccn3C)n2-c2ccc(C)cc2)s1,.,-1.2%
CCOC(=O)C1CCCN(Cc2ccc3c(c2)OCO3)C1 (configuration not stated),6,-0.9%
O=C(NCc1ccco1)c1ccc(Cn2c(=O)c3ccccc3n(Cc3cccc(F)c3)c2=O)cc1,-3,-5.4%
O=C(NNc1nc2ccccc2s1)Nc1ccccc1,6,4.7%
COc1cc(NC(=O)c2cccc(C)c2)c(OC)cc1NC(=O)CN1CCCCC1,6,6.4%
CN(c1ccccc1)S(=O)(=O)c1cc(C(=O)N2CCN(c3ccccn3)CC2)ccc1Cl,5,7.8%
Cc1nn(Cc2ccc(C(=O)NC3CCCCC3)o2)c(C)c1Br,-10,-1.1%
COC(=O)C1=C(C(=O)c2ccc(C)cc2)C(c2ccc(O)c(OC)c2)n2nnnc2N1 (configuration not stated),.,-1.9%
COc1ccc(NC(=O)Cn2nnc(-c3ccccc3F)n2)cc1,8,1.1%
O=C(c1ccccn1)N1N=C2/C(=C/c3ccc(F)cc3)CCCC2C1c1ccc(F)cc1 (configuration not stated),16,1.0%
O=C(OCC(=O)N1CCCC1=O)C1COc2ccccc2O1 (configuration not stated),3,-4.3%
COc1ccccc1Nc1nnc(SCC(=O)c2cc(C)n(CC3CCCO3)c2C)s1 (configuration not stated),-3,-4.2%

# Additional entries
SMILES,Mtb RmlCD inh,M. tuberculosis GlmU
N#Cc1cn(-c2ccccc2)nc1-c1ccco1,13,0.4%
COC(=O)CN1C(=O)Nc2ccc(Br)cc2C1c1ccccc1 (configuration not stated),3,-7.2%
O=C1C2CCCN2c2ccc(S(=O)(=O)N3CCOCC3)cc2N1Cc1cccc(C(F)(F)F)c1 (configuration not stated),1,1.9%
CN(C(=O)c1ccncc1)c1nnc(-c2ccncc2)s1,.,0.7%
O=C1CC(N2CCOCC2)C(=O)N1c1cc(Cl)cc(Cl)c1 (configuration not stated),.,-4.2%
Cc1ccc(Nc2ccc(S(=O)(=O)N3CCOCC3)cc2[N+](=O)[O-])c(C)c1,10,-1.5%
COc1ccc(CNC(=O)c2cc(C3CC3)on2)cc1,5,-7.9%
COc1ccc(S(=O)(=O)n2nc(OC(=O)c3ccccc3Br)cc2N)cc1,6,.
O=C1ON=C(c2ccccc2)/C1=C/c1ccc(OS(=O)(=O)c2ccccc2)cc1,-8,2.5%
COCc1nc2ccccc2n1Cc1c(F)cccc1Cl,5,4.9%
O=C(CNC(=O)c1ccc2ccccc2c1)OCC(=O)N1CCN(S(=O)(=O)c2ccc3ccccc3c2)CC1,-14,0.8%
O=C1C2C3C=CC(C3)C2C(=O)N1c1n[nH]c(-c2ccccc2)n1 (configuration not stated),.,-1.4%
COc1ccc(-n2c(=O)c(CCC(=O)N(C)Cc3ccccc3C)nc3ccccc32)cc1,.,-3.1%
N#Cc1nc(-c2cccs2)oc1NCc1ccccc1,47,-5.9%
CCO[C@H]1OC(C(=O)NC2CC2)=C[C@@H](C2CCCCC2)[C@@H]1CCCO,.,3.6%
CCN(CC)c1ccc(/C=N/NC(=S)NCc2ccco2)cc1,12,0.1%
O=C(Cn1cc(/C=N/NC(=O)c2cccc(C(F)(F)F)c2)c2ccccc21)Nc1ccc(F)cc1,.,-0.5%
Cc1cc(C=C2C(=O)N(C)C(=O)N(C)C2=O)c(C)n1-c1ccccc1,8,0.9%
C/C(CC(=O)NC(C)C)=N\NC(=O)COc1cc(C)c(Br)cc1Br,.,0.6%
Cc1cc(NC(=O)CSc2nncc(=O)n2N)no1,-4,-5.2%
O=C(/C=C/c1ccc([N+](=O)[O-])cc1)c1cccs1,7,.
O=C(Nc1ccccc1Cl)NC1(C(=O)NCCCN2CCOCC2)CCCCC1,104,1.7%
CC(=O)c1ccc(NC(=S)Nc2ccc3[nH]c(=O)[nH]c3c2)cc1,-5,-4.1%
Cc1ccc(C)c(C(=O)COC(=O)c2cccc(N3C(=O)c4c(C)nc5ccccc5c4C3=O)c2)c1,22,7.2%
CN(c1ccccc1)S(=O)(=O)c1cccc(C(=O)NNC(=O)c2ccccc2)c1,2,-2.1%

# Record cards, as listed above. Order of values: Mtb RmlCD inh | M. tuberculosis GlmU
# Shown for `COC(=O)CN1C(=O)Nc2ccc(Br)cc2C1c1ccccc1` (configuration not stated) → 3 | -7.2%
# Shown for `COc1ccc(S(=O)(=O)n2nc(OC(=O)c3ccccc3Br)cc2N)cc1` → 6 | .
# Shown for `O=C(/C=C/c1ccc([N+](=O)[O-])cc1)c1cccs1` → 7 | .

# The main list resumes; the 5 compounds before the break are reprinted first.
SMILES,Mtb RmlCD inh,M. tuberculosis GlmU
O=C(/C=C/c1ccc([N+](=O)[O-])cc1)c1cccs1,7,.
O=C(Nc1ccccc1Cl)NC1(C(=O)NCCCN2CCOCC2)CCCCC1,104,1.7%
CC(=O)c1ccc(NC(=S)Nc2ccc3[nH]c(=O)[nH]c3c2)cc1,-5,-4.1%
Cc1ccc(C)c(C(=O)COC(=O)c2cccc(N3C(=O)c4c(C)nc5ccccc5c4C3=O)c2)c1,22,7.2%
CN(c1ccccc1)S(=O)(=O)c1cccc(C(=O)NNC(=O)c2ccccc2)c1,2,-2.1%
O=C(O)c1ccc(S(=O)(=O)c2ccccc2)cc1,.,1.4%
O=C(Cc1ccccc1)NCCCc1ccccc1,.,-0.5%
CC(C)CC(=O)NC1(C(F)(F)F)C(=O)N(Cc2ccccc2)C2=C1C(=O)CC(C)(C)C2 (configuration not stated),-5,1.7%
CCC(C)NCCOc1cccc(Br)c1 (configuration not stated),-1,-2.4%
COc1ccc(OC)c(NC(=O)Nc2ccccc2C)c1,6,-2.2%
O=C1NC(=O)C2(COC(c3ccncc3)OC2)S1 (configuration not stated),-12,3.8%
Cc1cc(C)n2nc(SCc3nnc(-c4cccs4)o3)nc2n1,-5,1.8%
S=c1[nH]c(-c2ccc(Br)cc2)cn1CCc1ccccc1,-4,1.4%
Nc1c(Cl)cc(-c2csc(NC(CO)c3nc4ccccc4n3CCOCCO)n2)cc1Cl (configuration not stated),.,0.8%
CCOC(=O)N1CCN(c2c(NCc3ccc(F)cc3)c(=O)c2=O)CC1,39,-2.1%
Brc1c(CSc2nncc3ccccc23)nc2ccccn12,6,0.4%
Cc1ccc(-c2noc(CCCC(=O)Nc3cccnc3)n2)cc1,1,1.8%
Cc1cc(N2CCN(C)CC2)nc2ccc(NC(=O)CCC(=O)NCc3ccco3)cc12,0,2.3%
O=C(NC(=S)Nc1ccc(Oc2ccccc2)cc1)c1ccc(Cl)cc1,-6,3.0%
COc1ccc(N2CCN(C(=O)CNC(=O)Cn3c(C)cc4ccccc4c3=O)CC2)cc1,-7,0.7%
CCN(CC)C(=S)SCC(=O)c1c(C)[nH]c2ccccc12,8,-0.9%
Cc1cccc(-c2nc(CS(=O)CC(=O)NCCCSC3CCCCC3)c(C)o2)c1 (configuration not stated),.,2.6%&-4.1%
CCC1CCCCN1C(=O)N[C@@H](CCSC)C(=O)OC (some centres not stated),17,2.7%
Cc1cccc(N(CC(=O)NCc2ccccc2)C(=O)Cn2nnc(-c3ccc(C)o3)n2)c1,-3,-2.5%
COC(=O)c1cn(NC(=O)c2cc(OC)c(OC)c(OC)c2)c(=O)c2ccccc12,.,-3.5%
O=C(Cc1ccc(Br)cc1)Nc1cccc(-c2cn3c(n2)SCC3)c1,-1,-3.4%
CCOC(=O)C(C(=O)OCC)N(C#N)c1nc(SC)nc(N(C)C)n1,.,1.7%
O=C(O)[C@H]1CCCC[C@H]1C(=O)NCCNC(=O)[C@@H]1CCCC[C@@H]1C(=O)O,.,-4.7%
CCC(CC)C(=O)Nc1cccc(C(=O)Nc2ccc(S(N)(=O)=O)cc2)c1,.,-3.2%
CSc1nc2nc(C(F)(F)F)cc(-c3ccccc3)n2n1,-8,-0.6%

# (listing goes on)
SMILES,Mtb RmlCD inh,M. tuberculosis GlmU
CCC(=O)c1ccc(OC(C)C(=O)NC2(C#N)CCCCC2)cc1 (configuration not stated),1,-0.5%
COC(=O)c1nn(-c2ccc(OC)cc2)c(=O)cc1O,15,2.2%
O=C(NCCOc1ccccc1F)Nc1ccc(Br)cc1,.,-3.3%
CCCNCC1C(Oc2ccc(Cl)cc2)C(=O)N1c1ccccc1C (configuration not stated),-15,7.8%
CCc1ccccc1NC(=O)CCCSc1nc2ccccc2s1,-4,0.9%
COc1ccc(S(=O)(=O)N2CCOCC2)cc1NC(=O)CSc1cccc[n+]1[O-],2,7.4%
CN1CCN(S(=O)(=O)c2cccc(C(=O)N3CCc4ccccc43)c2)CC1,.,-4.9%
Cc1cc(C(=O)Nc2sc(C)c(C)c2C#N)c(C)o1,-5,-1.8%
O=C1C=C(Nc2ccc(Cl)cc2)C(=O)N1c1ccc(Cl)cc1,4,3.1%
COc1ccc(N2C(=O)CC(Sc3ccccc3C(=O)O)C2=O)c([N+](=O)[O-])c1 (configuration not stated),-10,0.9%
CCCOc1ccc(Cn2cnc3ccccc32)cc1,.,0.6%
COCc1nc(-c2cc(OC)c(OC)c(OC)c2)no1,10,6.5%
CCOc1ccc(N2C(=O)CC(N3CC(C)OC(C)C3)C2=O)cc1 (configuration not stated),.,-2.1%
CCOC(=O)c1c(C)oc(NC(=O)COc2ccc(Cl)cc2C)c1C#N,.,-1.8%
CSc1ccc(/C=C/C(=O)OCC(=O)N(C)CCC#N)cc1,-7,-0.4%
CCOc1ccccc1N1CCN(S(=O)(=O)c2cccs2)CC1,18,-6.5%
COc1ccccc1NC(=O)c1ccc(NC(=O)CSc2nnnn2C)cc1,.,2.0%
CCOC(=O)CN(C(=O)CN1CCOCC1)c1ccc(Br)cc1,13,.
O=C(Nc1nnc(C2CC2)s1)c1cccc(S(=O)(=O)N2CC(c3ccccc3)CC2=O)c1 (configuration not stated),-8,0.9%
COC(=O)c1cn[nH]c1NC(=S)Nc1ccc(C)cc1Cl,1,7.1%
CCNC(=S)NNC(=O)c1cc(-c2cccc(OCC)c2)nc2ccccc12,0,7.8%
